Screens as filed in PubChem.
BL2 CD40 inh = CD40 pathway inhibition in BL2 cells. BL2 NF-kB luciferase reporter, CD40L-induced, 4 h. inhibition, % at 10 µM. AID 1053188. actives 0.94% (n = 83,000);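 active = mean inhibition of at least 50% with a set share of replicates also reaching that level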;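 also: 0% = neutral control wells and 100% = IKK inhibitor VII at 50 µM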
* marks the source's active call; other numbers are inactive results; & = joins results of further samples; [ ] = remark or other dose.

SMILES | BL2 CD40 inh
c1cncc(CNCCc2ccc3c(c2)OCO3)c1 | 0
C=CCN1[C@@H]2CN(C(=O)NC(C)C)C[C@H]1C2c1ccc(Br)cc1 (stereo not given in full) | 0&0
O=C(Cc1ccccc1)N1CC2(C1)[C@H](c1ccccc1)[C@H](CO)N2Cc1cccc(Cl)c1 | 18[25 µM]
C[C@]12CC[C@H](O)CC1=CCC1C2CC[C@]2(C)C(=O)[C@H](Br)CC12 (stereo not given in full) | -2
Clc1ccc2sc(C3CCNCC3)nc2c1 | -14
CC(=O)Nc1ccc(C=C2C(=O)NC(=O)NC2=O)cc1 | -4
COc1ccc(C2SCC(=O)Nc3c2c(=O)[nH]n3C2CCCCC2)cc1 (stereo not given) | 0
CNC(=O)Oc1cc2c(cc1C(C)(C)C)CCC2 | 0
O=C1NC(=O)C(=Cc2ccccc2Oc2ccc(F)cc2)C(=O)N1 | 27
O=C(Cc1ccccn1)N1CCCCN2[C@H](CO)[C@H](c3ccc(-c4ccccc4F)cc3)[C@H]2C1 | -15[25 µM]
CCCOC(=O)c1c(N)n(Cc2cccs2)c2nc3ccccc3nc12 | 19
CN1C(=O)NC(=O)C(N=Nc2ccc(Cl)cc2)C1=O (stereo not given) | -78
O=S1(=O)CC2(N3CCOCC3)CCCCC21 (stereo not given) | 7
Cn1cc(C(=O)OCC(=O)NC2(C#N)CCCCC2)c2ccccc21 | 1
CCC(C)(C)c1ccc(O)cc1 | 8
Cc1ccc(/C=C2/C(=O)NC(=O)N(C)C2=O)cc1 | 7
C[C@]12CC[C@@H](O)C[C@@H]1CC[C@@H]1[C@@H]2CC[C@]2(C)[C@@H](C(=O)CO)CC[C@@H]12 | -8[25 µM]
CCCCC/C=C\C/C=C\C/C=C\C/C=C\CCCC(=O)NCc1ccc(O)c(OC)c1 | -8[25 µM]
C[C@H](CO)N1C[C@H](C)[C@H](CN(C)C(=O)Oc2cccc3ccccc23)OCc2cn(nn2)CCCC1=O | 3[25 µM]
C[C@@H]1CN([C@@H](C)CO)C(=O)CCCn2cc(nn2)CO[C@@H]1CN(C)C(=O)Oc1cccc2ccccc12 | 1[25 µM]
Cc1cccc(S(=O)(=O)N2[C@@H]3Cn4c(ccc(-c5ccc(F)cc5)c4=O)[C@H]2[C@@H](C(=O)O)[C@@H]3CO)c1 | -7[25 µM]
Cc1ccsc1C(=O)C1CCCN(Cc2ccc(O)cc2)C1 (stereo not given) | 10
CC(=O)N1C[C@@H]2N[C@H](C1)C2c1ccccc1 (stereo not given in full) | -4&5
CN1CCN(c2cc(N3CCCCCC3)c(F)cc2[N+](=O)[O-])CC1 | 10
CN1CCN(c2cc(N3CCCC3)c([N+](=O)[O-])cc2F)CC1 | 0
SMILES | BL2 CD40 inh
C[C@]12CCC3C(CC[C@H]4C[C@@H](O)CC[C@]34C)C1CC[C@@H]2OC(=O)[C@H](N)CCCCN (stereo not given in full) | 10
N#Cc1ccccc1Cn1cc(C(=O)c2cccs2)c2ccccc21 | 6
CC1=C(C)CC2(CC1)C(=O)NC(=O)NC2=O | 8
O=[N+]([O-])c1ccc(N2CCCC2)c2ncccc12 | 38
COc1c2c(cc3c1OCO3)CC[N+](C)=C2 | 7
CCOC(=O)c1ccccc1C(=O)OCC | -4
C[C@H]1CN([C@@H](C)CO)C(=O)CCCn2cc(nn2)CO[C@H]1CN(C)C(=O)Oc1cccc2ccccc12 | -6[25 µM]
CCCN1CCC[C@@H]2Cc3nc(N)ncc3C[C@H]21 | 2[25 µM]
Cc1ccsc1C(=O)C1CCCN(Cc2cnn(C)c2)C1 (stereo not given) | 1
COc1ccc(CCC(=O)N2CCC3(CC2)OCCO3)cc1 | 4
CC(C)CCOC(=O)c1c(N)n(CC2CCCO2)c2nc3ccccc3nc12 (stereo not given) | 7
CC(C)=CC1C(C(=O)OCc2coc(Cc3ccccc3)c2)C1(C)C (stereo not given) | 0
NCCc1c(Cc2ccccc2)[nH]c2ccccc12 | 3
O=C(Cc1cccnc1)N1CCCCN2[C@H](CO)[C@H](c3ccc(C#CC4(O)CCCC4)cc3)[C@H]2C1 | 6[25 µM]
C[C@]12CCC3C(CC[C@H]4[C@H](O)[C@H](O)CC[C@]34C)C1CCC2=O (stereo not given in full) | 3
O=C(COc1ccccc1)N1CCN(CC(O)COc2ccccc2)CC1 (stereo not given) | 5
CN1CCc2cc(Cl)c(O)cc2[C@H]2c3ccccc3CC[C@@H]21 | -10[25 µM]
ClCCN(CCCl)c1ccc(-n2cnc3c(Cl)ncnc32)cc1 | 31
O=C(COc1ccccc1)c1cn(Cc2ccccc2)c2ccccc12 | -20
Cc1ccc(-n2c(C)cc(/C=C3/C(=O)NC(=O)N(C)C3=O)c2C)cc1 | -15
CC1CN2C(=O)C1(c1ccccc1)C(=O)NC2=S (stereo not given) | 4
Brc1ccc2[nH]cc(C=NN3CCCCCC3)c2c1 | 0
CC(C)(C)C(=O)c1cn(CC(=O)NCc2ccco2)c2ccccc12 | -54
CCOc1cccc(N2C(=O)CC(=O)NC2=O)c1 | 6
Nc1ccc(C(=O)N/N=C2/CN3CCC2CC3)cc1 | 4
SMILES | BL2 CD40 inh
O=C(Cc1cccnc1)N1CCCCN2[C@@H](CO)[C@@H](c3ccc(C#CC4(O)CCCC4)cc3)[C@@H]2C1 | 2[25 µM]
O=[N+]([O-])c1ccccc1CN1CC=C(c2ccc(F)cc2)CC1 | -38
C[C@]12CCC3C(CC[C@H]4C[C@@H](O)CC[C@]34C)C1C[C@@H](O)[C@@H]2O (stereo not given in full) | 1
C=CCN1C(=O)c2ccccc2Sc2ccc(C(=O)N3CCC4(CC3)OCCO4)cc21 | 12
Cc1onc(-c2ccccc2)c1C(=O)N1CCC2(CC1)OCCO2 | 1
CCN(CC)P(=O)(NC(=O)C(Cl)(Cl)Cl)N(CC)CC.[Cl-].[Cl-].[Cl-].[Nd+3] | 9
Cn1cccc1CN1CCN(C(=O)COc2ccccc2)CC1 | 7
Cc1ccc2c(c1)Cc1c(C(=O)NN3CCCCC3)nn(-c3ccc(Cl)cc3Cl)c1-2 | 8[25 µM]
CC12CCC3c4ccc(OP(=O)(N5CC5)N5CC5)cc4CCC3C1CCC2=O (stereo not given) | 7
O=S(=O)(O)C(=Cc1ccccc1)c1ccccc1 (tested in a mixture with another compound) | -7
CC(=O)OC1C(=O)OCC23CCC4(C)OC4C2OC2CC(OC(=O)C=CC=CC(=O)OCCC1C)C3(C)C21CO1 (stereo not given) | 68*
CCC(Oc1cc(Cl)ccc1Cl)C(=O)N1CCC2(CC1)OCCO2 (stereo not given) | 13
CN1[C@@H]2CN(CC(F)(F)F)C[C@H]1C2c1ccc(Br)cc1 (stereo not given in full) | 13
Cc1ccc[n+](CC(O)Cn2c3ccccc3c3ccccc32)c1 (stereo not given) | -6
C=CCN1C(=O)CSc2ccc(C(=O)N3CCC4(CC3)OCCO4)cc21 | 3
CC(C)NC(=O)N1C[C@@H]2N[C@H](C1)C2c1ccccc1 (stereo not given in full) | -3&-2
CC(C)=CCCN1CCC(NC(=O)[C@](O)(c2ccccc2)C2CCCC2)CC1 | -2[25 µM]
C[C@H](CO)N1C[C@H](C)[C@H](CN(C)C(=O)Oc2cccc3ccccc23)OCc2cnnn2CCCC1=O | 7[25 µM]
CC1(c2ccc(Cl)cc2Cl)OCC(Cn2cncn2)O1 (stereo not given) | 3
CC(C)NC(=O)N1C[C@@H]2C(c3ccc(Br)cc3)[C@H](C1)N2C (stereo not given in full) | -4&0
c1ccc(CSc2nnc(-c3ccccc3)o2)cc1 | -78
CCOC(=O)c1cnc(SCc2ccc(Cl)c(Cl)c2)nc1N1CC1 | 16
CC(C)N(CC(O)c1cccc([N+](=O)[O-])c1)C(C)C (stereo not given) | 6
CN1C(=O)C(Cc2ccc(OCc3ccccc3)cc2)C(=O)N(C)C1=O | -21
CC1=NNC(=O)C1Br (stereo not given) | 52*

Rewritten field by field: entries from further up
SMILES: O=S(=O)(O)C(=Cc1ccccc1)c1ccccc1 (tested in a mixture with another compound)
  BL2 CD40 inh = -7

SMILES: Cc1ccc2c(c1)Cc1c(C(=O)NN3CCCCC3)nn(-c3ccc(Cl)cc3Cl)c1-2
  BL2 CD40 inh = 8[25 µM]

(listing goes on)
SMILES | BL2 CD40 inh
CN(C)C(=O)Oc1ccc(-c2nnco2)cc1 | 11
Cc1ccc(OC(=O)N(C)C[C@H]2OCc3ccccc3-c3c(n(C)c4ccccc34)C(=O)N([C@@H](C)CO)C[C@H]2C)cc1 | 12[25 µM]
CC(=O)Nc1ccccc1C(=O)OCC(=O)c1ccc2ccccc2c1 | -13
COc1ccc(CCN(C)Cc2ccc(F)cc2F)cc1OC | -1
CC(C)(C)NCC(O)c1cc(Cl)c(N)c(Cl)c1 (stereo not given) | -1
CN1CC(C#N)C2(O)c3ccccc3CCC2C1 (stereo not given) | 6
C[C@]12CCC3C(C1CCC2=O)[C@H](O)C[C@H]1C[C@@H](O)CC[C@]31C (stereo not given in full) | 2
CN1CCN(c2ncnc(Cl)c2N)CC1 | 10
Cc1ccc(OC(=O)N(C)C[C@@H]2OCc3ccccc3-c3c(n(C)c4ccccc34)C(=O)N([C@H](C)CO)C[C@H]2C)cc1 | 33[25 µM]
O=c1[nH]c(N2CCN(Cc3ccc4c(c3)OCO4)CC2)nc2c1CCC2 | 4
O=C(Cc1ccccc1)N1CC2(C1)[C@H](c1ccccc1)[C@@H](CO)N2Cc1cccc(Cl)c1 | 25[25 µM]
CC12CN3CC(C)(CN(C1)C3c1cccs1)C2O (stereo not given) | 15
CC12CCC3c4ccc(OC(=O)N(CCCl)CCCl)cc4CCC3C1CCC2O (stereo not given) | 6
O=C(C1CC1)N1C[C@@H]2N[C@H](C1)C2c1ccc(-c2cncnc2)cc1 (stereo not given in full) | -1&30
CCOC(=O)N1CCC(NC(=O)CCc2nc(C3=CCN(C)CC3)no2)CC1 | -2&8
CC1CCN(C(CC(=O)c2ccccc2)C(=O)c2ccccc2)CC1 (stereo not given) | -36
O=C(Cc1cccnc1)N1CCCCN2[C@H](C1)[C@@H](c1ccc(C#CC3(O)CCCC3)cc1)[C@@H]2CO | 0[25 µM]
COC(=O)N1CCN(C(=O)Cc2ccc(Cl)c(Cl)c2)C(CN2CCCC2)C1 (stereo not given) | 9[25 µM]
C[N+](C)(C)CC#CCOC(=O)Nc1cccc(Cl)c1 | 8
Clc1ccc(OCC#CCN2CCOCC2)cc1 | -29
COC(=O)[C@H]1[C@H](CO)[C@H]2Cn3c(ccc(/C=C/c4ccccc4)c3=O)[C@@H]1N2CC1CCCC1 | 20[25 µM]
COc1cccc(-c2ccc3n(c2=O)C[C@H]2[C@H](CO)[C@@H](C(=O)O)[C@@H]3N2Cc2ccccc2F)c1 | 5[25 µM]
OC(CNC1CCCCC1)C(F)(F)F (stereo not given) | 9
O=C(NCC(c1cccnc1)N1CCN(c2ccccc2)CC1)Oc1ccccc1 (stereo not given) | 10
O=C(c1cc(S(=O)(=O)N2CCC3(CC2)OCCO3)ccc1F)N1CCC2(CC1)OCCO2 | 4
SMILES | BL2 CD40 inh
CCC(CC)NC1CCCCC1OC (stereo not given) | 9
O=C(C[N+]12CCC(CC1)C(O)C2)c1ccc(Br)cc1 (stereo not given) | 1
CC(C)NC(=O)N1C[C@@H]2C(c3ccccc3)[C@H](C1)N2C (stereo not given in full) | 13
OC(CNCCc1c[nH]c2ccccc12)c1ccccc1 (stereo not given) | 4
CC(=O)N1CN(C(C)=O)CN(C(C)=O)C1 | 9
COc1ccc(Cc2nccc3cc(OC)c(OC)cc23)cc1OC | 15
C[C@H]1CN([C@@H](C)CO)C(=O)CCCn2nncc2CO[C@H]1CN(C)C(=O)Oc1cccc2ccccc12 | 1[25 µM]
COC(=O)[C@@H]1[C@@H](CO)[C@@H]2Cn3c(ccc(C4=CCCCC4)c3=O)[C@H]1N2C(=O)Cc1ccccn1 | -1[25 µM]
Nc1ccc(Cl)c(Cl)c1 | 0
CCN(CC)C(=O)c1ccc(NC(=O)Nc2ccccc2F)cc1 | 83*
OC1/C(=C/c2ccccc2C(F)(F)F)N2CCC1CC2 (stereo not given) | 11
CN(CCc1nnc(N)s1)[N+](=O)[O-] | 3
O=C(Cc1cccnc1)N1CCCCN2[C@H](CO)[C@@H](c3ccc(C#CC4CCCC4)cc3)[C@@H]2C1 | -9[25 µM]
CC(=O)OC1CC2(O)C3CCC4CC(O)CCC4(C)C3CCC2(C)C1C1=CC(=O)OC1 (stereo not given) | 75*
Cc1nn(CC(C)C)c(Cl)c1C(=O)O | 11
O=C(Cc1ccncc1)N1CCCCN2[C@H](CO)[C@H](c3ccc(C#Cc4ccccc4F)cc3)[C@H]2C1 | -11[25 µM]
CC(C)CN1CCN(Cc2cccc3c2OCO3)CC1CCO (stereo not given) | 1
O=C(C1CCCO1)N1CCC2(CC1)OCCO2 (stereo not given) | 12
O=C(C[N+]12CCC(CC1)C(CO)C2)c1ccc([N+](=O)[O-])cc1 (stereo not given) | 6
C=C(C)[C@@H]1CCC(C)=C[C@H]1c1c(OC)cc(C)cc1OC | 5[25 µM]
Cc1ccsc1C(=O)C1CCCN(Cc2sc(N(C)C)nc2Cl)C1 (stereo not given) | 6

Retrieved by structure from the entries so far, three records:
SMILES | BL2 CD40 inh
CC(=O)OC1CC2(O)C3CCC4CC(O)CCC4(C)C3CCC2(C)C1C1=CC(=O)OC1 (stereo not given) | 75*
OC1/C(=C/c2ccccc2C(F)(F)F)N2CCC1CC2 (stereo not given) | 11
CCN(CC)C(=O)c1ccc(NC(=O)Nc2ccccc2F)cc1 | 83*

Compounds listed so far containing an aryl methoxy group (8):
SMILES | BL2 CD40 inh
COc1ccc(C2SCC(=O)Nc3c2c(=O)[nH]n3C2CCCCC2)cc1 (stereo not given) | 0
CCCCC/C=C\C/C=C\C/C=C\C/C=C\CCCC(=O)NCc1ccc(O)c(OC)c1 | -8[25 µM]
COc1c2c(cc3c1OCO3)CC[N+](C)=C2 | 7
COc1ccc(CCC(=O)N2CCC3(CC2)OCCO3)cc1 | 4
COc1ccc(CCN(C)Cc2ccc(F)cc2F)cc1OC | -1
COc1cccc(-c2ccc3n(c2=O)C[C@H]2[C@H](CO)[C@@H](C(=O)O)[C@@H]3N2Cc2ccccc2F)c1 | 5[25 µM]
COc1ccc(Cc2nccc3cc(OC)c(OC)cc23)cc1OC | 15
C=C(C)[C@@H]1CCC(C)=C[C@H]1c1c(OC)cc(C)cc1OC | 5[25 µM]

The list is partial; rates above refer to the full screens.
